AmpC detergent: blocks E. coli AmpC beta-lactamase in detergent assay; P00811; AmpC hydrolysis of nitrocefin, absorbance 480 nm, 0.01% Triton; Potency, µM (highest dose often 114 µM), inactives show at the top dose activity change, negative = inhibition, hits mostly inhibitors; 0.041% of 370,000 active; AID 485294;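 also: potency is read from the fitted curve at half-maximal effect; 0% = no-compound wells and -100% = no-enzyme wells; nearly all actives have a fitted effect of over 25% in size; some results filed as inactive show a strong effect at the top dose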
Target sequence (P00811 whole entry, looked up): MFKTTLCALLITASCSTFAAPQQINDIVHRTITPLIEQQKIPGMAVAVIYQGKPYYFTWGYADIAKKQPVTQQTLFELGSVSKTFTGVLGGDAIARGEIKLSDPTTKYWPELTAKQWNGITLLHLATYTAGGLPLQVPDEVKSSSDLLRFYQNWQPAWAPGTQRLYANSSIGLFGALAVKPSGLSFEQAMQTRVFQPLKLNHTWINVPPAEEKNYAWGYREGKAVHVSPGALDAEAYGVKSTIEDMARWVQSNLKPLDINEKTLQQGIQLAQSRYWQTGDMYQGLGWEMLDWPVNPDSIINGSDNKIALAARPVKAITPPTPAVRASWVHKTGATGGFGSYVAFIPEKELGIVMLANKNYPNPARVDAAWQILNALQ
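20 mM phosphate pH 7.0 + 0.01% (detergent screen) or 0.0001% Triton X-100; 5.3 nM AmpC reagent; cpd preinc 15 min RT; nitrocefin (800 uM stock) to start; A480 q20 s × 4 min; Activity was normalised to no-enzyme and no-compound control wells.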
FBPA Giardia inh: Giardia lamblia aldolase inhibition. purified Giardia FBPA. Potency, µM (titrated, usually from 59.6 µM), without a hit: at the highest dose activity, negative = inhibition, usual class: inhibitors. 0.71% of 290,000 active. AID 2451; also: potency is read from the fitted curve at half-maximal effect; % is scaled to controls: 0 for no effect and ±100 for the full control effect; nearly all actives have a fitted effect of over 55% in size
Target sequence (A8B2U2 whole entry, looked up): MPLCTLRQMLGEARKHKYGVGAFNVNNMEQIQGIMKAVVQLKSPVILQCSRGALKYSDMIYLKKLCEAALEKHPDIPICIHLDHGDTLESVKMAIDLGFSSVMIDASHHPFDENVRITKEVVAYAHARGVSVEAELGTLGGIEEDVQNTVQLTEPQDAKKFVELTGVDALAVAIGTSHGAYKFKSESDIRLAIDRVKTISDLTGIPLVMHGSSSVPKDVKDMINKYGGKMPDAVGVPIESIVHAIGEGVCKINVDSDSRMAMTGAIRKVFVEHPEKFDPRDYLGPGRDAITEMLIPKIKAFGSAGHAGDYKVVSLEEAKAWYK
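40 nM FBPA preincubated 10 min at RT with compound (up to 57.5 uM final), then substrate plus GAPDH/TPI/NAD/arsenate coupling and diaphorase/resazurin added. Fluorescence read after 20 min at RT, 525/598 nm.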
HCMV inh: human cytomegalovirus inhibition. activity change, negative = inhibition, % at 57.5 µM. HFF cells, HCMV-luciferase reporter, 72 h; active compounds read low. 4.5% of 410,000 active. AID 1259415; in the data active = activity change below about -60%; inconclusive = no clear call, values can overlap the other calls; inactive = above about -39%; also: % is scaled to controls: 0 for no effect and ±100 for the full control effect
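Luciferase read-out from HCMV-luciferase-infected HFFs (MOI 1 PFU/cell) 72 h post infection at 37C; compounds added after 16 h cell attachment; activity normalized between buffer-only basal and Salinomycin (10uM) inhibitor controls.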
AmpC no deterg: blocks E. coli AmpC beta-lactamase in detergent-free assay; AmpC nitrocefin hydrolysis, absorbance 480 nm, 0.0001% Triton; Potency, µM (series often up to 57.1 µM), for the others: at the highest dose activity change, negative = inhibition, most hits filed as inhibitors; 0.52% of 330,000 active; AID 485341;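 also: potency is read from the fitted curve at half-maximal effect; plate controls were no compound for no effect and no enzyme for full effect; nearly all actives have a fitted effect of over 20% in size; some results filed as inactive show a strong effect at the top dose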
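20 mM phosphate pH 7.0 + 0.01% (detergent screen) or 0.0001% Triton X-100; 5.3 nM AmpC reagent; cpd preinc 15 min RT; nitrocefin (800 uM stock) to start; A480 q20 s × 4 min; Activity was normalised to no-enzyme and no-compound control wells.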
AMA1-RON2 inh: AMA1-RON2 (P. falciparum) interaction inhibition | Potency, µM (series often up to 58.2 µM), without a hit: at the highest dose activity change, negative = inhibition, most hits filed as inhibitors | AlphaScreen AMA1-biotinylated RON2 peptide binding | 0.2% of 360,000 active;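 also: potency is read from the fitted curve at half-maximal effect; 0% = vehicle wells and -100% = peptide control; nearly all actives have a fitted effect of over 45% in size; some results filed as inactive show a strong effect at the top dose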
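AMA1 (3D7) with his tag at 25 nM final met compounds first, then biotinylated RON2 peptide at 25 nM; detection used donor plus acceptor beads, 10 µg/mL apiece, read by AlphaScreen after 30 min at room temperature.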
CHX counter: counter-screen hit for Shiga toxin inhibitors, cycloheximide. max response, %. cell reporter, cycloheximide protein synthesis inhibition counterscreen. 12% of 300,000 active. AID 2314; in the data active = max response mostly above about 13%, no sharp cut-off; inactive = mostly below about 14%; also: read at 38.3 µM for the half of the compounds with a filed dose; 0% is about no effect
Shiga toxin inh: inhibitors of Shiga toxin in Vero cells; Vero cells, Shiga toxin protein synthesis inhibition reporter; 9.2% of 290,000 active; inhibition, % at 38.7 µM; AID 2315; in the data active = inhibition mostly above about 28%, no sharp cut-off; inactive = mostly below about 43%; also: 0% is about no effect
Numbers without * were called inactive; ? = inconclusive; nt = not tested or not shown; ! = a repeat was not active; [ ] = another dose, or the depositor's remark. Unless noted, calls follow the shape of the dose curve; as a rule, active = well fitted curve in the direction sought with a large enough effect; inconclusive = small, poorly fitted or top-dose-only effect, or another doubt; inactive = no such curve, though single readings can be large; an effect the other way counts as inactive or inconclusive.

SMILES	AmpC detergent	FBPA Giardia inh	HCMV inh	AmpC no deterg	AMA1-RON2 inh	CHX counter	Shiga toxin inh
CCC(CC)C(=O)N1CC(=O)Nc2ccc(C)cc2C1c1ccccc1 (stereo unspecified)	-0.4%	2.4%	-13.2	6.8%	-10.3%	-2.6	-7.4
CCCCC(C(=O)N/N=C/c1ccccn1)C(=O)N/N=C/c1ccccn1	2.3%	?	29.6	-6.5%	76.7%[activator]	1.7	-7.1
CC[N+]1=CN(c2ccccc2)C(C)=CC1(C)C	?	0.0%	-19.6	-19.5%	11.7%	-1.6	2.2
Cc1csc2nc(CCNS(=O)(=O)c3cccs3)cn12	-15.6%	-6.2%	44.1	-22.2%	-2.6%	18.1*	32.4
Cn1nc(C(F)(F)F)c2cc(C(=O)Nc3ccc(F)cc3F)sc21	2.6%	-5.1%	?	-9.4%	-0.9%	-2.1	-4.0
O=S(=O)(c1ccc(Br)cc1)n1c(Cc2ccccc2)nc2ccccc21	?	-17.2%	?	-16.5%	-1.0%	-3.4	-8.9
CCc1ncc(CN2CCCC(C(=O)Nc3cccc(-c4cccc(C)c4)c3)C2)cn1 (stereo unspecified)	-1.8%	nt	14.4	-9.6%	-9.1%	-3.3	-17.1
Cc1cc(NC(=O)c2cnn3c(C(F)(F)F)cc(-c4ccc(Br)cc4)nc23)no1	?	5.5%	-7.1	-5.7%	-3.0%	-3.5	-23.1
COc1ccc(S(=O)(=O)N2CCC(C(=O)NC3CC3)CC2)cc1Cl	?	5.9%	27.8	0.2%	-2.2%	1.2	-19.7
O=C(OCC(=O)N1CCOCC1)c1ccccc1OCc1ccccc1	2.0%	nt	-5.3	-15.0%	-2.0%	nt	nt
O=C(CSc1nc(=O)n2cc(Cl)ccc2n1)Nc1ccc2c(c1)OCCO2	-5.7%	nt	-14.7	-31.2%	0.7%	nt	nt
COc1ccc(C(=O)Nc2ccccc2C(=O)NCCN2CCOCC2)cc1OC	-0.2%	-0.3%	18.3	1.0%	-12.0%	-2.9	-9.2
Cc1ccc(-n2c(C)c3c(C)nnc(C)c3c2C)cc1N	8.2%	?	-17.5	-17.5%	-14.6%	-2.0	-12.5
O=C(CN1CCN(Cc2ccccc2)CC1)Nc1cccc(C(F)(F)F)c1	-2.8%	1.3%	-9.4	124.8%[activator]	19.2%	-3.3	-7.8
O=C(COC(=O)c1ccc(Cl)nc1)Nc1ccc(S(=O)(=O)N2CCCC2)cc1	-18.1%	5.7%	-31.9	-28.0%	-4.2%	-0.2	-18.8
CCCCOc1ccc(C(=O)N/C(=C\c2cccc([N+](=O)[O-])c2)C(=O)OCCC)cc1	-1.8%	-1.4%	58.2	-20.7%	-3.5%	11.0	59.7
O=C(CNC(=O)c1ccccc1)OCC(=O)c1ccc(Cl)s1	0.4%	nt	-19.9	-13.4%	6.7%	nt	nt
N#Cc1ccc(-c2csc(NC(=O)/C=C/c3cccs3)n2)cc1	-2.6%	3.5%	?	?	-14.1%	-3.7	-2.0
CN(CCN1CCc2ccccc2C1)Cc1nc(Cc2ccccc2F)no1	6.0%	-1.6%	17.3	67.8%[activator]	-6.5%	2.2	-6.9
CCOc1ccc(C(C)=O)cc1COC(=O)CN1C(=O)NC2(CCCC2)C1=O	?	nt	-4.1	6.0%	-5.6%	nt	nt
CCOC(=O)c1c(C)c(C(=O)NCc2ccc3c(c2)OCO3)c(C)n1CC	?	-1.9%	21.1	-3.7%	8.4%[11.6 µM]	-4.3	-8.4
O=C(CC1CCCCC1)NC1CCCC1	-6.5%	5.4%	28.3	-11.0%	12.8%	19.0*	26.3
COC(=O)c1ccc(N2CCN(C)CC2)c(NC(=O)c2cccs2)c1	1.6%	-5.8%	28.2	-11.1%	-12.2%	13.3	-2.8
O=c1nc2s/c(=C\c3ccco3)c(=O)n2nc1Cc1ccc(F)cc1	2.8%	-8.2%	14.8	-50.0%	?	-4.8	-5.6
CC1CC(C)CN(CCC(=O)Nc2ccc(Br)cc2)C1 (stereo unspecified)	-1.2%	-28.7%	-15.4	0.9%	-0.1%	-1.2	nt
CCCCOc1ccccc1C(=O)NCCCC(=O)O	-13.5%	6.9%	43.6	-3.7%	-8.0%	-4.6	-13.5
CC1CCCN(C(=O)CN(C)S(=O)(=O)c2cccc3nsnc23)C1 (stereo unspecified)	0.4%	2.3%	?	-1.8%	-0.5%	-3.6	11.1
Cc1ccc(OCCCN2C(=O)C(=O)c3cccc(C)c32)cc1	-0.8%	-15.3%	55.7	-23.6%	-3.1%	-1.4	10.6
CC(=O)c1ccccc1OCCn1nnc(-c2ccc(C)cc2)n1	-2.5%	-0.1%	28.0	-19.2%	2.6%	10.7	21.0
Cc1csc2nc(CNS(=O)(=O)c3ccc4c(c3)OCCO4)cn12	?	4.6%	-18.3	-16.5%	3.6%	-1.6	-8.4
Cc1ccc2c(=O)[nH]c(Nc3nc(C)cc(-c4ccccc4)n3)nc2c1	0.2%	4.9%	-28.9	-21.4%	1.6%	7.4	7.8
O=S(=O)(N1CCCCCC1)N1CCN(S(=O)(=O)N2CCOCC2)CC1	?	5.8%	38.9	1.3%	-6.4%	-1.8	-13.8
O=C1NC(=S)N(c2ccccc2)C(=O)/C1=C/c1ccco1	-13.7%	-6.8%	38.6	-42.3%	8.91µM*	0.9	nt
Cc1ccc(C2=NN(C(=O)CSc3nccn3C)C(c3ccco3)C2)cc1 (stereo unspecified)	?	2.9%	-6.6	31.0%	-12.8%	-1.9	-11.2
CC(C)Sc1nc2c(c(=O)[nH]c(=O)n2C)n1Cc1ccc(Cl)cc1	?	-2.6%	8.2	-6.0%	0.0%	-3.2	-11.2
CCN=C1SC(C(=O)Nc2ccc(OC)cc2)CC(=O)N1CC (stereo unspecified)	-7.6%	-5.0%	-36.5	3.5%	-16.6%	0.2	-4.9
Cc1cc(=O)oc2c(C)c(OC(C)C(=O)NCCCN3CCCC3=O)ccc12 (stereo unspecified)	-9.3%	1.5%	-29.0	-1.6%	-1.4%	-3.5	-8.6
c1ccc(OCCOCCN2CCc3ccccc3C2)cc1	-0.7%	-10.1%	5.7	-1.9%	-8.8%	-1.0	-7.7
COc1ccc(C(=O)CSc2nn3c(=O)c(C(C)(C)C)nnc3s2)cc1	-8.6%	-1.6%	44.0	-33.0%	-2.2%	-2.0	-15.1
COc1ccccc1N1CCN(C(=O)C(C)NC(=O)c2cccc([N+](=O)[O-])c2)CC1 (stereo unspecified)	-12.5%	6.5%	25.5	51.9%	-7.9%	-4.5	-15.1
Cc1cc(C)cc(N(CCC(=O)O)S(=O)(=O)c2ccc(Cl)cc2)c1	-6.3%	3.9%	-69.2*	-19.3%	22.4%	-3.7	-7.0
Cc1cccc(NC(=O)Cc2ccc(NC3=NC4CS(=O)(=O)CC4S3)cc2)c1 (stereo unspecified)	-12.8%	-16.1%	18.5	-4.7%	3.4%	1.8	-1.2
Cc1ccc2[nH]c(=O)c(CN(CCCN(C)C)C(=O)Nc3cccc(Cl)c3)cc2c1	-10.3%	4.2%	-37.9	-1.2%	2.3%	-3.9	-19.5
O=C(Nc1ccc(F)cc1)N1CCN(c2ccc3nnc(-c4ccc(F)cc4)n3n2)CC1	?	-5.6%	-69.5*!	173.2%[activator]	-4.0%	-1.1	9.9
O=C(COC(=O)c1ccc([N+](=O)[O-])o1)NCc1ccc2c(c1)OCO2	nt	nt	-83.1*	-4.1%	-2.8%	nt	nt
C=CCSc1nnc(NC(=O)C2=COCCO2)s1	-7.5%	nt	77.3	-21.6%	-2.6%	nt	nt
NS(=O)(=O)c1ccc(CCNC(=S)NC2CCCC2)cc1	-6.5%	-0.8%	79.9	-15.9%	14.9%	-2.2	-9.0
O=C(Nc1ccc(S(=O)(=O)N2CCOCC2)cc1)c1ccc(CN2CCc3ccccc3C2)cc1	-0.1%	-10.7%	nt	18.3%	-10.2%	-3.5	-7.3
COC(=O)c1cc(COC(=O)c2ccc3ccccc3n2)oc1C	-2.9%	-12.7%	140.5	26.5%	-2.0%	0.4	26.5
CCOc1cccc(C(=O)NC(=S)Nc2ccc3c(c2)OCCO3)c1	8.1%	-13.1%	28.7	-24.7%	-3.4%	61.4*	113.5*
COc1cc(/C=N/NC(=S)NCCN2CCOCC2)cc(OC)c1O	9.4%	?	?	-23.6%	49.3%[activator]	18.7*	76.7*
O=C(CSc1ncn[nH]1)NCc1ccccc1Cl	-9.8%	-8.3%	-3.4	-0.6%	0.7%	10.7	5.0
Fc1ccccc1SCc1nnc(-c2ccccc2Br)o1	2.7%	-3.8%	-35.1	-32.3%	30.2%[activator]	53.3*	141.4*
O=C(/C=C/c1ccco1)N(Cc1ccccc1F)C1CCS(=O)(=O)C1 (stereo unspecified)	-11.2%	9.3%	-22.8	3.9%	-5.7%	-1.5	-8.5
CC(=O)NC(C)CCc1ccccc1 (stereo unspecified)	4.2%	3.6%	19.1	-14.4%	97.8%[activator]	2.0	10.3
CCOc1ccccc1OCC(=O)OCC(=O)c1c(N)n(CC(C)C)c(=O)n(C)c1=O	2.0%	nt	-3.7	41.7%	-1.6%	nt	nt
COc1ccc(CNC(=O)COC(=O)CCOc2ccccc2)cc1	-2.1%	-5.1%	20.3	-19.9%	4.1%	-5.1	-8.4
CC(C)NC(=S)N/N=C1\CCCCc2ccccc21	0.1%	7.0%	?	-36.4%	42.8%[activator]	-8.0	-11.2
O=C(CCN=C1NS(=O)(=O)c2ccccc21)OCc1ccccc1	-2.3%	nt	-10.2	-12.9%	-1.9%	nt	nt
Cc1csc2c(=O)[nH]cnc12	4.7%	-1.3%	-14.2	-14.7%	-12.1%	-6.6	-14.8

Continued:
SMILES	AmpC detergent	FBPA Giardia inh	HCMV inh	AmpC no deterg	AMA1-RON2 inh	CHX counter	Shiga toxin inh
CSc1nc2ccc(S(N)(=O)=O)cc2s1	?	1.6%	78.1	-19.2%	-2.5%	-0.4	-7.4
O=C(CCNS(=O)(=O)c1ccc(Cl)cc1)NCc1ccccn1	-4.8%	1.1%	-10.7	57.6%	20.0%	-1.4	26.3
Cc1ccc(NC(=O)CSc2nnc(-c3ccccn3)n2C)cc1	-0.7%	-18.5%	-9.9	-0.6%	-25.9%	0.8	-17.5
COc1ccc(C2=NN(C(=O)c3ccccc3)C(c3ccc(OC)c(OC)c3)C2)c(OC(C)=O)c1 (stereo unspecified)	-2.2%	-3.5%	46.5	159.5%[activator]	nt	-3.9	-6.5

By substructure: the entries above containing a COOH group (two)
SMILES	AmpC detergent	FBPA Giardia inh	HCMV inh	AmpC no deterg	AMA1-RON2 inh	CHX counter	Shiga toxin inh
CCCCOc1ccccc1C(=O)NCCCC(=O)O	-13.5%	6.9%	43.6	-3.7%	-8.0%	-4.6	-13.5
Cc1cc(C)cc(N(CCC(=O)O)S(=O)(=O)c2ccc(Cl)cc2)c1	-6.3%	3.9%	-69.2*	-19.3%	22.4%	-3.7	-7.0
